CHOP inh – inhibitors of CHOP induction in ER stress response; 3.8% of 220,000 active; CHO-K1 CHOP-promoter luciferase, tunicamycin-induced, 15-18 h; inhibition, % at 10 µM;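 active means compounds that reduced the stress-induced luciferase reporter signal by more than about 70% of percent inhibition, limit read from the data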;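 further: 0% = tunicamycin plus vehicle and 100% = wells without tunicamycin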
Ba/F3 V617F tox – reduce viability of Ba/F3 cells dependent on JAK2V617F. Ba/F3 EpoR-JAK2V617F viability, ATP luminescence. inhibition, % at 5.6 µM. 1.1% of 220,000 active;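 active means inhibition above the campaign mean plus 3 SD over all tested compounds, cut at about 24% in these data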;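 further: cytokine-independent growth of Ba/F3 cells driven by EpoR plus mutant JAK2; 0% = DMSO-treated cells and 100% = JAK inhibitor I control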
TNF necrop inh – TNF-alpha cell death inhibition in Jurkat FADD-/- cells. Jurkat FADD-/- TNF necroptosis rescue, ATP luminescence, 24 h; 0 = TNF only, 100 = no-TNF cells. activation (protection from cell death), % at 10 µM. 0.068% of 220,000 active;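 active means activation, meaning protection from cell death, of at least 50% relative to plate controls; inactive means activation below 50%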;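 further: necroptosis triggered by 40 ng/mL TNF-alpha added together with compound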
Wee1 degr inh – inhibitors of human Wee1 degradation. P30291. HeLa Luc-Wee1K328M stability, luciferase luminescence; 100% = proteasome inhibitor MG132 effect. reporter increase, % at 5 µM. 1.2% of 220,000 active;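 active means activation above the mean of all tested compounds plus 3 SD, set per screening run, cut at about 8.8% in these data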;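 further: cells exposed to compound for 20 h before luminescence read; 0% = DMSO alone and 100% = MG132 at 30 µM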
BaF3 parental – counter-screen for JAK2V617F inhibitors: parental Ba/F3 viability inhibitors. CellTiter-Glo ATP luminescence. inhibition, % at 5.6 µM. 1.1% of 220,000 active. AID 1486;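 active means inhibition above a per-campaign cutoff, the mean inhibition of all tested compounds plus 3 SD, cut at about 27% in these data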;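 further: 0% = DMSO wells and 100% = JAK Inhibitor I control wells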
zfTRPN1 agonist – zebrafish TRPN1 (NompC) channel agonism. activation, % at 3 µM. 0.18% of 220,000 active. HEK293 zebrafish TRPN1-YFP, Fluo-8 calcium fluorescence; 100% = response to 87 µM carbachol;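 active means activation above its plate's cutoff, the mean activation of test wells on that plate plus 3 SD, cut at about 19% in these data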;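 further: 0% = DMSO alone and 100% = 87 µM carbachol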
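Assay system: Zebrafish TRPN1-YFP in HEK293 cells | Incubation: Dye loading 1 h at 37 °C, then 30 min room temperature | Measured by: Kinetic Fluo-8 fluorescence, ex 470-495, em 515-575 nm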
RBBP9 inhibitor – blocks human serine hydrolase RBBP9; inhibition, % at 7.94 µM; recombinant RBBP9, FP-Rh probe fluorescence polarization; O75884; 0.2% of 220,000 active;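 active means inhibition above the campaign mean of all tested compounds plus 3 SD, cut at about 14% in these data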;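 further: plate controls were DMSO wells with RBBP9 for no effect and wells lacking RBBP9 protein for full effect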
Target sequence (O75884 whole entry, looked up): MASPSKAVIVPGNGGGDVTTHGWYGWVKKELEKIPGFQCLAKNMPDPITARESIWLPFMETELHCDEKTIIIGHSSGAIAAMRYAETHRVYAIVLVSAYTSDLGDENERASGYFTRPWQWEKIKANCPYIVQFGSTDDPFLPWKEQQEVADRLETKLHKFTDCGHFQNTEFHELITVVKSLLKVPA
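Measured by – fluorescence polarization · Test system – RBBP9 protein · Input – 2.5 µM RBBP9 dispensing solution, before mixing · Measure – percent inhibition from mP, scaled between DMSO and no-protein wells · Benchmarks – DMSO-treated enzyme wells and wells lacking RBBP9 · Times – preincubation 30 min plus labeling 45 min at 25 °C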
PPC-1+TRAIL kill – kills PPC-1 cancer cells in the presence of TRAIL. PPC-1 cells + TRAIL, ATPLite viability luminescence. cell killing (% activity), % at 4 µM. 0.41% of 220,000 active;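 active means cell killing above 50% in the first pass at 4 µM, then a duplicate retest at 5 µM averaging 50% or more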;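 further: plate controls were cells with TRAIL plus DMSO for no effect and medium-only wells lacking cells for full effect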
TRPML3 ag – agonists of human TRPML3 channel; Q8TDD5; HEK293 TRPML3-YFP, Fluo-8 calcium fluorescence; 100% = the carbachol control signal; activation, % at 3 µM; 0.29% of 220,000 active; AID 1448;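 active means activation above its plate's cutoff, the mean activation of the plate's test wells plus 3 SD, cut at about 12% in these data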;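 further: 0% = DMSO only wells and 100% = carbachol wells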
Target sequence (Q8TDD5 whole entry, looked up): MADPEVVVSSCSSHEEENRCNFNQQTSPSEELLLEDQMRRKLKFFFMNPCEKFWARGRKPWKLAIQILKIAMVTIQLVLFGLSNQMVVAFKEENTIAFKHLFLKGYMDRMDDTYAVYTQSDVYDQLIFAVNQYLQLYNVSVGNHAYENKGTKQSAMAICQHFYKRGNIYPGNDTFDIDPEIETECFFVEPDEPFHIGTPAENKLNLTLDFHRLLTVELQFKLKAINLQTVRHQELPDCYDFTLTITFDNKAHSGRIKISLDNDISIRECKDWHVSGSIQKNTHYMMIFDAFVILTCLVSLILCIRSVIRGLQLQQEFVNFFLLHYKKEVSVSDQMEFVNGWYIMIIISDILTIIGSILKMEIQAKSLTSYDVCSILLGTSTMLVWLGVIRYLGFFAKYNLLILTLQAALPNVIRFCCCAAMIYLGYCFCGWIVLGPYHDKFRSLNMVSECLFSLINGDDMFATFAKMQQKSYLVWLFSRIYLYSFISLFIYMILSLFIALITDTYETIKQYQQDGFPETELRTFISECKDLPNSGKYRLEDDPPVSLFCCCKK
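Material: HEK293 cells stably carrying human TRPML3-YFP; compound dosing: single dose, 3 µM final nominal compound, 0.3% DMSO final; incubation: 1-h 37 °C dye load, 5-s basal, 120-s post-compound reads; technique: Fluo-8 intracellular calcium fluorescence, excitation 470-495 nm, emission 515-575 nm; read-out basis: percent activation from peak-to-basal fluorescence ratio, scaled between DMSO and carbachol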
Starred values were filed as active, the others as inactive; x = not tested or not shown.

cpd	SMILES	CHOP inh	Ba/F3 V617F tox	TNF necrop inh	Wee1 degr inh	BaF3 parental
1	O=S(=O)(NCC1CCCO1)c1cccc(C(F)(F)F)c1 (configuration not stated)	-19	-1	0.3	2	3
2	CCC(C)C(=O)Nc1nccs1 (configuration not stated)	6	-1	0.5	-3	6
3	COC(=O)c1ccc(SCC(=O)N2CCC(C)CC2)c([N+](=O)[O-])c1	23	-1	1.3	0	3
4	CC1=CC2=NC(=O)/C(=C\c3cn(C)c4ccccc34)C(=N)N2O1	-10	-6	0.9	4	0
5	Nc1c(C(=O)N2CCOCC2)sc2nc(N3CCOCC3)c3c(c12)CCCC3	22	-1	2.7	4	-4
6	CCOCCCNC(=O)C(NC(=O)CNC(C)=O)c1ccc(C)cc1 (configuration not stated)	26	-3	0.3	-2	3
7	CC1=CC(c2ccccc2)=Nc2ccc(C)cc2N1	-5	3	2.6	7	5
8	O=C(CSc1ccccn1)N1CCN(c2ncc(C(F)(F)F)cc2Cl)CC1	2	-2	-1.1	-1	2

cpd	zfTRPN1 agonist	RBBP9 inhibitor	PPC-1+TRAIL kill	TRPML3 ag
1	-0.7	-2	-4	-0.2
2	1.8	1	5	0.0
3	0.2	-7	-4	0.3
4	-1.0	-1	-1	-0.6
5	1.2	7	-6	0.1
6	-0.2	5	18	1.1
7	-0.3	-8	32	0.5
8	3.5	0	0	2.1

More records follow.
cpd	SMILES	CHOP inh	Ba/F3 V617F tox	TNF necrop inh	Wee1 degr inh	BaF3 parental
9	Cc1cccc(NC(=O)Nc2ccc(Oc3c(F)c(F)c(F)c(F)c3F)cc2)c1	10	1	-0.8	-3	7
10	CC(=O)N1CCN(C(=O)COc2ccc(Br)cc2)CC1	21	-1	0.7	4	0
11	O=C(CC1C(=O)N(c2ccc(Cl)cc2)C(=S)N1CCc1ccncc1)Nc1ccc(F)cc1 (configuration not stated)	40	3	-2.4	0	2
12	COc1cc(OC)c(C2=NOC(C(=O)Nc3ccc4c(c3)OCO4)C2)cc1Cl (configuration not stated)	-6	5	3.4	3	0
13	O=C(Oc1ccc(=O)n(-c2ccccc2)n1)c1cccc(Cl)c1	44	-2	-1.3	11*	-1
14	NCCOc1ccc(C2CCCCC2)cc1	7	4	-2.0	-1	5
15	COc1ccccc1/C=C/CN1CCN(c2ccccc2)CC1	45	-3	2.3	1	2
16	COc1ccc2nc(NC(=O)CCNC(=O)c3ccccc3Cl)sc2c1	8	5	1.6	7	8

cpd	zfTRPN1 agonist	RBBP9 inhibitor	PPC-1+TRAIL kill	TRPML3 ag
9	1.4	-3	4	-0.5
10	0.8	-2	5	0.8
11	2.6	-7	-5	3.4
12	0.3	0	21	0.6
13	-0.2	-1	22	-0.1
14	2.5	-3	x	1.2
15	0.2	-5	13	0.4
16	-1.5	-3	25	0.4

Compounds 3 through 13, quoted:
cpd	SMILES	CHOP inh	Ba/F3 V617F tox	TNF necrop inh	Wee1 degr inh	BaF3 parental
3	COC(=O)c1ccc(SCC(=O)N2CCC(C)CC2)c([N+](=O)[O-])c1	23	-1	1.3	0	3
4	CC1=CC2=NC(=O)/C(=C\c3cn(C)c4ccccc34)C(=N)N2O1	-10	-6	0.9	4	0
5	Nc1c(C(=O)N2CCOCC2)sc2nc(N3CCOCC3)c3c(c12)CCCC3	22	-1	2.7	4	-4
6	CCOCCCNC(=O)C(NC(=O)CNC(C)=O)c1ccc(C)cc1 (configuration not stated)	26	-3	0.3	-2	3
7	CC1=CC(c2ccccc2)=Nc2ccc(C)cc2N1	-5	3	2.6	7	5
8	O=C(CSc1ccccn1)N1CCN(c2ncc(C(F)(F)F)cc2Cl)CC1	2	-2	-1.1	-1	2
9	Cc1cccc(NC(=O)Nc2ccc(Oc3c(F)c(F)c(F)c(F)c3F)cc2)c1	10	1	-0.8	-3	7
10	CC(=O)N1CCN(C(=O)COc2ccc(Br)cc2)CC1	21	-1	0.7	4	0
11	O=C(CC1C(=O)N(c2ccc(Cl)cc2)C(=S)N1CCc1ccncc1)Nc1ccc(F)cc1 (configuration not stated)	40	3	-2.4	0	2
12	COc1cc(OC)c(C2=NOC(C(=O)Nc3ccc4c(c3)OCO4)C2)cc1Cl (configuration not stated)	-6	5	3.4	3	0

cpd	zfTRPN1 agonist	RBBP9 inhibitor	PPC-1+TRAIL kill	TRPML3 ag
3	0.2	-7	-4	0.3
4	-1.0	-1	-1	-0.6
5	1.2	7	-6	0.1
6	-0.2	5	18	1.1
7	-0.3	-8	32	0.5
8	3.5	0	0	2.1
9	1.4	-3	4	-0.5
10	0.8	-2	5	0.8
11	2.6	-7	-5	3.4
12	0.3	0	21	0.6

cpd	SMILES	CHOP inh	Ba/F3 V617F tox	TNF necrop inh	Wee1 degr inh	BaF3 parental
13	O=C(Oc1ccc(=O)n(-c2ccccc2)n1)c1cccc(Cl)c1	44	-2	-1.3	11*	-1

cpd	zfTRPN1 agonist	RBBP9 inhibitor	PPC-1+TRAIL kill	TRPML3 ag
13	-0.2	-1	22	-0.1

Additional entries follow:
cpd	SMILES	CHOP inh	Ba/F3 V617F tox	TNF necrop inh	Wee1 degr inh	BaF3 parental
17	O=C(NC1CCCCCC1)c1ccccc1-c1ccccc1	13	0	-1.1	2	2
18	O=C(O)C=C1CCN(c2ncc(C(F)(F)F)cc2Cl)CC1	-8	-1	-2.1	5	1
19	Cc1ccc(C(=S)N2CCN(Cc3ccccc3)CC2)cc1	11	-4	2.1	-2	1
20	CN1CCN(c2ccccc2NC(=O)C(Cc2ccccc2)n2cccc2)CC1 (configuration not stated)	-7	3	-0.4	0	4
21	COc1cc(/C=N/NC(=O)c2csc3c2CCCC3)cc(OC)c1O	27	0	2.0	-1	4
22	C=CCOC(=O)C1=C(C)NC(=S)C(C#N)(CC=C)C1c1ccccc1Cl (configuration not stated)	23	-3	0.3	-3	-6
23	Cc1onc(-c2c(Cl)cccc2Cl)c1C(=O)n1nnc2ccccc21	96*	1	-3.4	1	3
24	CCCCNC(=O)NCCN1CCOCC1	8	0	0.9	3	1
25	CC(OC(=O)c1nsc(Cl)c1Cl)C(=O)NCc1cccs1 (configuration not stated)	-13	-1	-2.6	0	6
26	C/C(=N\Nc1cccc([N+](=O)[O-])c1)c1cc2ccccc2o1	67	-4	2.3	-3	6
27	CC1CCN(c2cc(N3CCOCC3)c(F)cc2[N+](=O)[O-])CC1	82*	-4	-2.2	3	-3

cpd	zfTRPN1 agonist	RBBP9 inhibitor	PPC-1+TRAIL kill	TRPML3 ag
17	-2.2	-8	-7	-0.3
18	0.5	-3	13	1.0
19	-1.0	-2	17	0.2
20	1.9	4	8	0.1
21	-1.4	-8	16	0.0
22	-0.2	-5	-12	-0.5
23	-1.4	1	5	-0.2
24	1.9	-8	-2	0.6
25	1.6	-8	10	0.3
26	-1.1	-6	32	0.5
27	-1.8	9	17	-0.3

Compound activity as filed in PubChem BioAssay.

Rows were taken by chance; about 6.8% have a hit in one of these screens.
